# Akt phos inh = blocks phosphorylation of Akt; Neuro2A IGF-stimulated pAkt S473 HTRF, 20 min; hits give low values; activity change, % for hits at 50 µM; hit rate 0.32% among 360,000; AID 651550; in the data active means activity change below about -80%; inconclusive means mostly about -51% to -80%; further: on the % scale 0 is the no-effect control and ±100 the full control effect
#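 Neuro2A cells in DMEM with 0.5% FBS, overnight at 37 deg C, given compound at single 50 µM final, then IGF (6 nM final) for 20 min at 37 deg C. Lysed; phospho-Akt Ser473 by HTRF after 24 h, 665/615 ratio.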
# DRD3 antagonist = antagonists of human D3 dopamine receptor; P35462; D3R cells, DiscoveRx beta-arrestin luminescence, antagonist mode; hits give low values; max response, negative = inhibition, %; hit rate 2.5% among 360,000; AID 652054; in the data active means max response below about -50%; inconclusive means no clear call, values can overlap the other calls; further: on the % scale 0 is the no-effect control and ±100 the full control effect; mostly tested at two doses, the higher about 12 µM
# Target sequence (P35462 whole entry, looked up): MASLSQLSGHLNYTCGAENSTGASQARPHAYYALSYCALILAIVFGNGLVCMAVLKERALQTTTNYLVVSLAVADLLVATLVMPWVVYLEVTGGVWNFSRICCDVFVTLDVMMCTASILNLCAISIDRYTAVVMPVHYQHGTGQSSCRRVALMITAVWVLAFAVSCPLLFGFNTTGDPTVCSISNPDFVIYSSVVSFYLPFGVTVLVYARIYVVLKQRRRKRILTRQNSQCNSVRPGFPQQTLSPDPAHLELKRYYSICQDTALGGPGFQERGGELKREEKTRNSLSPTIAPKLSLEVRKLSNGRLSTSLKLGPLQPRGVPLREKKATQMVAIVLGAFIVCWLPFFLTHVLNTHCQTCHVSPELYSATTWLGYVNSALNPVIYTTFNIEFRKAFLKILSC
#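 Cells plated overnight at 1500 cells/well, then exposed to library compounds with dopamine controls for 90 minutes at 37 degrees C. DiscoveRx reagent added for 30–60 minutes at room temperature; luminescence read, quantitative HTS format.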
# CCT modulator = modulators of cytosolic chaperonin (CCT/TRiC) activity; purified chaperonin ATPase assay, HTRF ADP detection, 30 min; activity change, % (no concentration beside the values), hits read low; hit rate 0.3% among 360,000; AID 651819; in the data active means activity change below about -30%; further: on the % scale 0 is the no-effect control and ±100 the full control effect
#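 First, chaperonin was dispensed at 40 nM or 20 nM final depending on batch activity. Next, compounds were pinned at 76 uM and ATP added at 10 uM. After 30 min at 37 °C, ADP detection reagents ran 30 min at ambient temperature.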
# DRD3 agonist = agonists of human D3 dopamine receptor; P35462; D3R DiscoveRx beta-arrestin cells, luminescence, 90 min; max activation, %; hit rate 0.58% among 410,000; in the data active means max activation above about 30%; further: 0% is about no effect; mostly tested at two doses, the higher about 12 µM
#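 Agonist mode: compounds and dopamine controls were applied to plated cells for 90 min at 37 degrees C after an overnight attachment at 1500 cells/well. Luminescent read-out followed 30 - 60 minutes at room temperature with DiscoveRx detection reagent.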
# MmCpn inh = blocks the Methanococcus maripaludis chaperonin Mm-Cpn; hit rate 0.031% among 330,000; purified Mm-Cpn ATPase, ADP Transcreener TR-FRET; Potency, µM (titrated, usually from 76.9 µM), for inactives: top-dose activity, negative = inhibition, most hits filed as inhibitors; further: potency means the concentration at half of the fitted maximal effect; on the % scale 0 is the no-effect control and ±100 the full control effect; nearly all actives have a fitted effect of over 80% in size
#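 Reaction buffer contained 30 mM Tris pH 7.4, 100 mM KCl, 5 mM MgCl2 and 1 mM DTT. Mm-CPN (25 nM final) hydrolysed 10 uM ATP over 30 min at 37°C; ADP was read by HTRF.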
# EPAC2 agonist = activates human EPAC2 exchange factor; Q8WZA2; EPAC2 activation, biochemical qHTS; response scale: 100% = 6.5 mM cAMP response; Potency, µM (titrated, usually from 154 µM), for the others: top-dose activation, hits mostly activators; hit rate 0.079% among 360,000; further: potency means the concentration at half of the fitted maximal effect; nearly all actives have a fitted effect of over 50% in size
#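 Each well held 100 nM EPAC2, 250 nM RAP1B-BODIPY-GDP and 50 uM GDP. Fluorescence, read at 5-min intervals to 30 min, was referenced to a 6.5 mM cAMP positive control.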
# EPAC2 antag = EPAC2 (human) antagonism; Potency, µM (titrated, usually from 114 µM), for inactives: top-dose activity, negative = inhibition, most hits filed as inhibitors; Q8WZA2; EPAC2 GEF exchange of Rap1B-BODIPY-GDP, fluorescence; hit rate 0.18% among 360,000; further: potency means the concentration at half of the fitted maximal effect; on the % scale 0 is the no-effect control and ±100 the full control effect; nearly all actives have a fitted effect of over 45% in size; many of its hits are not listed in these tables
# PTHR1 agonist = PTHR1 (human) receptor agonism; hit rate 0.075% among 410,000; Q03431; HEK293 GP2 PTHR1 cells, GloSensor cAMP luminescence, 1 h; Potency, µM (titrated, usually from 115 µM), inactives show top-dose activation, hits mostly activators; further: potency means the concentration at half of the fitted maximal effect; nearly all actives have a fitted effect of over 55% in size; some results filed as inactive show a strong effect at the top dose; inactives centre near -15; many of its hits are not listed in these tables
#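 HEK-293-derived GP2 cells expressing PTHR1 and a GloSensor cAMP reporter, 3,000/well, plated overnight, given luciferin plus IBMX (each 0.5 mM as added) for 1 h at 37 °C, then compound for 1 h at 37 °C. Luminescence was read after 15 min at room temperature.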
# An asterisk follows results filed as active; i = inactive; ? = inconclusive; / = no result given; [ ] = another dose, or the depositor's remark. Unless noted, the call rests on the fitted dose curve; in most records, active means well fitted curve in the direction sought with a large enough effect; inconclusive means small, poorly fitted or top-dose-only effect, or another doubt; inactive means no such curve, though single readings can be large; an effect the other way counts as inactive or inconclusive. Not all compounds are listed (hit frequency here may not be typical).
(1) C[C@@H]1CCC(=O)N(C[C@@H](C)CC#N)CC1
(2) CC(C)(C(=O)c1ccccc1)/[N+]([O-])=C/c1ccccc1F
(3) C=CCn1c(=N)n(CC(=O)c2ccc(Br)s2)c2ccccc21
(4) Cc1nnc(N/N=C/c2cccc(C(F)(F)F)c2)n1N
(5) O=C(NCC1CCCO1)c1cccc(Oc2c(Cl)cccc2[N+](=O)[O-])c1 (stereo not drawn)
(6) CC(C)C[C@@H]1CC2=C(C(=O)OC(C)(C)O2)[C@H](c2ccc(Cl)cc2)O1
(7) O=C1C2CC=CCC2C(=O)N1CC1CCCO1 (stereo not drawn)
(8) Cc1sc2ccccc2c1CNC[C@H]1O[C@@H](n2cnc3c(N)ncnc32)[C@H](O)[C@@H]1O

screen / no.	1	2	3	4	5	6	7	8
Akt phos inh	i	i	i	i	i	i	i	i
DRD3 antagonist	40	3	-8	3	7	-12	2	30
CCT modulator	-0.7	-2.1	0.1	-1.6	-0.8	0.3	-6.2	-0.8
DRD3 agonist	6	2	-5	-12	4	-10	-3	-2
MmCpn inh	2%	/	-9%	0%	-3%	/	-1%	3%
EPAC2 agonist	4%	6%	5%	-2%	-2%	15%	3%	5%
EPAC2 antag	9%	-9%	-3%	8%	-4%	-13%	8%	-10%
PTHR1 agonist	-20%	i	i	-10%	-29%	-29%	-3%[57.5 µM]	-16%

(9) CC1CC(C)CN(C(=O)c2cccc(NC(=O)CC3SC(N4CCCCC4)=NC3=O)c2)C1 (stereo not drawn)
(10) CCCCOCCCNC(=O)C[C@@H]1C[C@@]2(C(=O)OCC)CCCC=C2N(Cc2cccc3ccccc23)C1=O
(11) CC(=O)N(C)/C=C1\Sc2ccccc2C1=O
(12) COc1cc(/C=C/C(=O)Nc2ccc(C)cc2)cc(OC)c1OC
(13) CC(=O)Oc1ccc(C(=O)Nc2ccccc2C(=O)Nc2cccc(C(=O)O)c2)cc1
(14) c1ccc2c(c1)nc(N1CCOCC1)c1nncn12
(15) Cc1ccc(NC(=O)COC(=O)C2C3CC4OC(=O)C2C4C3)cc1 (stereo not drawn)
(16) CC12COC3(C(=O)Nc4ccccc4)CC1CCC32C (stereo not drawn)

screen / no.	9	10	11	12	13	14	15	16
Akt phos inh	i	i	i	i	i	/	i	i
DRD3 antagonist	3	0	25	-3	9	3	9	3
CCT modulator	-2.6	-0.1	-1.6	-0.7	-3.2	-3.8	0.3	0.6
DRD3 agonist	3	0	4	-6	-9	2	4	-2
MmCpn inh	1%	/	-4%	2%	-3%	0%	?	-2%
EPAC2 agonist	5%	1%	10%	10%	3%	-8%[15.6 µM]	10%	7%
EPAC2 antag	5%	-2%	16%	-8%	4%	-2%	12%	2%
PTHR1 agonist	-24%	-7%	i	-19%	-15%	i	i	i

# Shown as tab-separated lines: six of the compounds above
No.	SMILES	Akt phos inh	DRD3 antagonist	CCT modulator	DRD3 agonist	MmCpn inh	EPAC2 agonist	EPAC2 antag	PTHR1 agonist
9	CC1CC(C)CN(C(=O)c2cccc(NC(=O)CC3SC(N4CCCCC4)=NC3=O)c2)C1 (stereo not drawn)	i	3	-2.6	3	1%	5%	5%	-24%
12	COc1cc(/C=C/C(=O)Nc2ccc(C)cc2)cc(OC)c1OC	i	-3	-0.7	-6	2%	10%	-8%	-19%
14	c1ccc2c(c1)nc(N1CCOCC1)c1nncn12	/	3	-3.8	2	0%	-8%[15.6 µM]	-2%	i
13	CC(=O)Oc1ccc(C(=O)Nc2ccccc2C(=O)Nc2cccc(C(=O)O)c2)cc1	i	9	-3.2	-9	-3%	3%	4%	-15%
10	CCCCOCCCNC(=O)C[C@@H]1C[C@@]2(C(=O)OCC)CCCC=C2N(Cc2cccc3ccccc23)C1=O	i	0	-0.1	0	/	1%	-2%	-7%
11	CC(=O)N(C)/C=C1\Sc2ccccc2C1=O	i	25	-1.6	4	-4%	10%	16%	i

# (more compounds)
(17) Cc1ccc(C)c(OCCn2cc(/C=C(\C#N)C(=O)NCc3cccs3)c3ccccc32)c1
(18) CCOC(=O)c1c(-c2ncc(C(F)(F)F)cc2Cl)noc1C
(19) COc1ccc(N2CCC(CNC(=S)Nc3cc(C)cc(C)c3)C2)cc1 (stereo not drawn)
(20) Cc1nc(N2CCN(C(=O)c3ccco3)CC2)c(C#N)c2c1CCCC2
(21) CCCc1nc([N+](=O)[O-])c(S(=O)(=O)c2ccccc2)n1CC(C)C
(22) CC(C)C(=O)Nc1cccc(-c2cnc3ccccc3n2)c1
(23) O=C(CN1C(=O)COc2ccccc21)NCCC1=CCCCC1
(24) Cc1ccc(NC(=O)CSc2ccc(-c3ccc(-n4cccn4)cc3)nn2)c(C)c1

screen / no.	17	18	19	20	21	22	23	24
Akt phos inh	/	i	i	i	i	i	i	i
DRD3 antagonist	-13	3	0	-3	-20	4	9	5
CCT modulator	-4.3	2.3	-1.1	0.8	-1.6	-1.9	0.7	-1.2
DRD3 agonist	-7	-4	-11	14	10	5	5	-1
MmCpn inh	0%	-1%	-5%	2%	-2%	1%	-8%	-8%
EPAC2 agonist	12%	-5%	-6%	-5%	4%	1%	-6%	-16%
EPAC2 antag	-1%	-4%	-18%	-4%	-5%	-2%	4%	9%
PTHR1 agonist	i	2%	i	-41%[inhibitor]	i	-1%[57.5 µM]	-8%[57.5 µM]	i

(25) Cc1ccccc1COc1ccc(/C(O)=C2/C(=O)C(=O)N(CCCn3ccnc3)C2c2ccco2)cc1 (stereo not drawn)
(26) CCCn1c(-c2cccs2)nc2nc3ccccc3nc21
(27) Cc1ccc(S(=O)(=O)NC2=NCCC2)cc1
(28) NC(=O)CSc1cn(CCNC(=O)c2cccs2)c2ccccc12

screen / no.	25	26	27	28
Akt phos inh	i	i	i	i
DRD3 antagonist	6	25	-11	4
CCT modulator	-1.1	1.3	-0.2	-2.0
DRD3 agonist	-6	5	-1	3
MmCpn inh	0%	1%	0%	0%
EPAC2 agonist	9%	-2%	-1%	0%
EPAC2 antag	0%	4%	-4%	11%
PTHR1 agonist	-37%[inhibitor]	-8%[57.5 µM]	-2%[57.5 µM]	-29%

# Screening results as filed in PubChem BioAssay.
